# TRPC6 act: activators of mouse TRPC6 channel. actives 0.13% (n = 310,000). Q61143. HEK293-TRPC6 membrane potential dye fluorescence; hits give high values. B-score at 10 µM. AID 2550;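 active = B-score of the integrated fluorescence ratio above library mean plus 3 SD, and starting fluorescence ratio within library mean plus 5 SD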;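 also: higher score means more depolarization so channel activation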
# SKKanGAS inh: SKKanGAS growth inhibition; inhibition, % at 7.5 µM; AID 1662; S. pyogenes SKKanGAS, kanamycin growth, BacTiter-Glo, 6 h; actives 1.3% (n = 300,000);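 active = mean replicate score, as percent of positive control median, at least 50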;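 also: strain carries kanamycin resistance gene driven by streptokinase promoter and grows in 40 µg/ml kanamycin; loss of luminescence reflects streptokinase promoter inhibition or plain growth inhibition; 0% = median of DMSO wells and 100% = positive control at its reference dose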
# ANO1 block: inhibitors of mouse TMEM16A calcium-activated chloride channel | Q8BHY3 | HEK293 TMEM16A/YFP iodide influx fluorescence, ionomycin | normalized B-score (activity score, 25-100; higher = stronger inhibition) at 10 µM | actives 1.2% (n = 310,000) | AID 588511;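 active = ratio plate-corrected score three or more library SD toward inhibition, starting fluorescence score within five deviations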;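 also: score derived from kinetic fluorescence span divided by baseline fluorescence per well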
# TRPC4 potent: allosterically enhances the mouse TRPC4 cation channel; B-score at 10 µM; Q9QUQ5; HEK293 TRPC4beta/mu-opioid, DAMGO EC20, Fluo-4 Ca2+ flux; hits give high values; actives 0.42% (n = 310,000);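 active = B-score of calcium response area above 5 SD of library B-scores, with initial fluorescence ratio within 5 SD of library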;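 also: B-score of integrated fluorescence ratio over time as area under calcium response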
# Target sequence (Q9QUQ5 whole entry, looked up): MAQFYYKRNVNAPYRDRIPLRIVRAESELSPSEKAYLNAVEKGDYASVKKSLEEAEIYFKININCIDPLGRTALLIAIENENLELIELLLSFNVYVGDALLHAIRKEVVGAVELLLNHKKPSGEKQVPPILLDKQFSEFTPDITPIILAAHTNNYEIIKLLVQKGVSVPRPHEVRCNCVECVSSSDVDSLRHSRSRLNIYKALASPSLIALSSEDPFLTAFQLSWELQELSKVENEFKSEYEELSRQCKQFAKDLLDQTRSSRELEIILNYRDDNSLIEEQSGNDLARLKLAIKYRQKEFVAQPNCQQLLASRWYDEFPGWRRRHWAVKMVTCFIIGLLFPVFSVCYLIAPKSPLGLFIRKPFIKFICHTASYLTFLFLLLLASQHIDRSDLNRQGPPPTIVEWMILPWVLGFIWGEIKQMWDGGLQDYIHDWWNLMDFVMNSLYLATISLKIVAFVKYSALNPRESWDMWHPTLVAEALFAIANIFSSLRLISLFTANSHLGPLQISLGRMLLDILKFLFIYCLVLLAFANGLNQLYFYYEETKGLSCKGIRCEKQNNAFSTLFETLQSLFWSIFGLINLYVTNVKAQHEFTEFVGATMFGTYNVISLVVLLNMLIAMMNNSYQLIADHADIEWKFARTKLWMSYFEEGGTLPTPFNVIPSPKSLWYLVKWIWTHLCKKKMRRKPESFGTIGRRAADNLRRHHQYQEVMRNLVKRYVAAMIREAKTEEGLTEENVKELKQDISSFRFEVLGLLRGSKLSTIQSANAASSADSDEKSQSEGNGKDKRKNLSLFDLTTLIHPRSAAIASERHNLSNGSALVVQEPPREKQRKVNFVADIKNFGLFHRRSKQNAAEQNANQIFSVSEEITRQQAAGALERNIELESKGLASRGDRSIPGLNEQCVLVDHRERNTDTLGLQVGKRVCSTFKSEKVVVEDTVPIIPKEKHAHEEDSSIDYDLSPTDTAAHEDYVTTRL
# MrgX1 PAM: allosterically activates human MrgX1 receptor signaling | actives 0.63% (n = 310,000) | AID 588675 | B-score at 10 µM | MrgX1-HEK293, Fluo-4 calcium flux, FDSS; hits give high values | Q96LB2;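 active = plate-corrected calcium response at least 3 library SD above typical, normal starting fluorescence, not activating the receptor alone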;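 also: compound read alongside a low EC10 to EC30 dose of BAM8-22 agonist; peak minus trough fluorescence over baseline measured at the second addition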
# MrgX1 antag: human MrgX1 receptor antagonism, primary screen; MRGX1-HEK293 calcium flux, Fluo-4, BAM8-22 antagonism; hits give low values; actives 1.3% (n = 310,000); AID 588676; B-score at 10 µM;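 active = calcium-response B-score plate-corrected more than 3 library SD below zero, starting fluorescence within 5 deviations, no agonist response on first addition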;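 also: peak minus trough fluorescence over baseline after final BAM8-22 challenge near maximal dose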
# TRPC6 inhibitor: blocks the mouse TRPC6 cation channel; HEK293-TRPC6, membrane potential dye, ACh-evoked depolarization; hits give low values; B-score at 10 µM; actives 1.1% (n = 310,000); Q61143;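 active = B-score under library mean minus 3 SD, initial fluorescence not abnormally high, positive integrated signal ratio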;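 also: B-score derived from integrated fluorescence ratio over the kinetic read; more negative B-score means stronger inhibition of depolarization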
# TRPC4 agonist: activators of mouse TRPC4 channel; Q9QUQ5; HEK293 TRPC4beta/mu-opioid, Fluo4 calcium fluorescence; hits give high values; B-score at 10 µM; actives 0.49% (n = 310,000);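 active = B-score above 5 SD of library B-scores, and initial fluorescence ratio not above library mean plus 5 SD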;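 also: positive B-score marks a calcium rise read as TRPC4 activation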
#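 Material: TRPC4beta and mu-opioid receptor HEK293 stable cells | Incubation: 45 min room-temperature Fluo4 loading, 110 s read | Detection: Kinetic Fluo4 calcium fluorescence | Measure: Integrated baseline-normalised fluorescence ratio, converted to per-well B score | Benchmarks: Low control buffer alone, high control maximal DAMGO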
# MrgX1 agonist: agonists of human MrgX1 receptor; MrgX1-HEK293 cells, Fluo-4 calcium fluorescence, agonist mode; hits give high values; Q96LB2; actives 0.44% (n = 310,000); B-score at 10 µM;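 active = calcium response B-score plate-corrected fluorescence ratio at least 3 library SD, with starting fluorescence B-score inside 5 SD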
#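 Assay system: MrgX1-expressing HEK293 cells / Amount: fifteen thousand cells per well / Doses: test compound in the initial addition of three / Timing: cells plated overnight, dye loaded 0.5 h 37 °C, 0.5 h room temperature / Technique: kinetic calcium dye fluorescence, Fluo-4 NW / Control set: positive and negative controls per plate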
# TRPC4 block: inhibitors of mouse TRPC4 channel. HEK293 TRPC4beta/mu-opioid, DAMGO-evoked Fluo4 calcium flux; hits give low values. B-score at 10 µM. actives 0.39% (n = 300,000);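 active = B-score over 3 SD under the library average, no early fluorescence shift, positive overall ratio signal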
#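 Test system – stable TRPC4beta/mu-opioid receptor HEK293 cells · Probe or stimulus – DAMGO, a submaximal dose followed by a maximal one · Dosing – one concentration per compound · Signal – Fluo4 calcium fluorescence by kinetic imaging, 5 s 1 Hz baseline · Evaluation – per-well B score of integrated baseline-normalized Fluo4 ratio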
# TMEM16A act: activates or potentiates the mouse TMEM16A chloride channel | Q8BHY3 | B-score at 10 µM | actives 0.3% (n = 340,000) | HEK293 TMEM16A/YFP-H148Q/I152L, iodide quench fluorescence; hits give low values;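 active = fluorescence-ratio B-score plate-corrected deviation score at least 3 library SD below zero, with starting fluorescence score within 5 deviations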;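 also: channel opened by trigger with iodide after compound preincubation; score built on the fluorescence ratio of max minus min over baseline; more negative score means more quench and so TMEM16A activation or potentiation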
# Starred values were filed as active, the others as inactive; i = inactive; . = no result given.
SMILES,TRPC6 act,SKKanGAS inh,ANO1 block,TRPC4 potent,MrgX1 PAM,MrgX1 antag,TRPC6 inhibitor,TRPC4 agonist,MrgX1 agonist,TRPC4 block,TMEM16A act
O=C(CSc1nnc(-c2ccccc2Cl)n1Cc1ccco1)Nc1ccc2c(c1)OCCO2,i,-1,i,i,i,i,i,i,i,i,i
CNc1nc(-c2c(C)[nH]c3ccc(OC)cc23)cs1,i,3,i,i,i,i,i,i,i,i,i
CCOc1ccc2sc(NS(=O)(=O)c3ccc(OC)c(OC)c3)nc2c1,i,16,i,i,i,i,i,i,i,i,i
S=C(Nc1ccc(Cl)cc1)Nc1ccc2cn[nH]c2c1,i,6,i,i,i,i,i,i,i,i,i
COc1cccc(NC(=O)C(=O)NCc2ccncc2)c1,i,1,i,i,i,i,i,i,i,i,i
COc1ccccc1NC(=O)C(=O)NCC(c1ccco1)N1CCc2ccccc2C1 (configuration not stated),i,17,i,i,i,i,i,i,i,i,i
Cc1nc(NC(=O)c2ccc(F)cc2)nc2cc3c(cc12)OCO3,i,-9,i,i,i,i,i,i,i,i,i
O=C(Nc1ccccc1F)C(=O)c1cn(CC(=O)N2CCCCC2)c2ccccc12,i,.,i,i,i,-5*,i,i,i,i,i
CCCc1nc2sc3ccccc3c(=O)c2c(=O)n1Cc1ccc(OC)cc1,i,41,i,i,i,i,i,i,i,i,i
O=C(C1CCCO1)N1CCN(C(=S)Nc2cc(F)cc(F)c2)CC1 (configuration not stated),i,-6,i,i,i,i,i,i,i,i,i
Cc1ccc(SCC(=O)Nc2cccc(C(=O)NC(C)(C)C)c2)cc1,i,-6,i,i,i,i,i,i,i,i,i
C=C(C)CNC(=S)N/N=C1\CCCCc2ccccc21,i,-7,i,i,i,i,i,i,i,i,i
Nc1ccccc1C(=O)N/N=C1\C2CN3CCN(C2)CC1(c1ccccc1)C3,i,1,i,i,i,i,i,i,i,i,i
COc1ccc(C2(CNC(=O)Cc3ccc(OC)c(OC)c3)CCCC2)cc1,i,-1,i,i,i,i,i,i,i,i,i
CC1Cc2ccccc2N1C(=O)c1cccnc1 (configuration not stated),i,-3,i,i,i,i,i,i,i,.,i
O=C1CN(C(=O)COC(=O)C2CCN(S(=O)(=O)c3ccccc3C(F)(F)F)CC2)c2ccccc2N1,i,7,i,11*,i,i,i,i,i,i,i
CC1CCCCC1NC(=O)c1cc2c(=O)n3ccccc3nc2n1C (configuration not stated),i,1,i,i,i,i,i,i,i,i,i
S=C1NC(c2ccccc2)=NCN1c1ccccc1,i,-12,i,i,i,i,i,i,i,i,i
CCN(c1ccccc1)S(=O)(=O)c1ccc2[nH]c(=O)c(=O)[nH]c2c1,i,20,i,i,i,i,i,i,i,i,i
Cc1cc(/C=C2/NC(=O)N(Cc3ccccc3F)C2=O)c(C)n1C,i,11,i,i,i,i,i,i,i,i,i
CCN(CC)S(=O)(=O)c1ccc(N(C)Cc2cccnc2)nc1,i,1,i,i,i,i,i,i,i,i,i
COc1ccc(NS(=O)(=O)c2ccc(C)c(C(=O)NCC(c3ccco3)N3CCCCC3)c2)cc1 (configuration not stated),i,-3,i,i,i,i,i,i,i,i,i
COc1ccccc1N1CCN(C(=O)c2cc3sccc3n2C)CC1,i,10,i,i,i,i,i,i,i,i,i
Cc1ccc(S(=O)(=O)N(C)c2ccccc2C(=O)Nc2ccc(F)cc2F)cc1,i,4,i,i,i,i,i,i,i,i,i
O=C(Cn1cccc1)Nc1ccc(F)cc1F,i,-1,i,i,i,i,i,i,i,i,i
O=C(N/C=C/n1cnc2cc(C(F)(F)F)ccc21)c1ccccc1F,i,-20,i,i,i,i,i,i,i,.,i
CCCS(=O)(=O)n1nc(-c2ccc(OC)cc2)cc1N,i,-1,i,i,i,i,i,i,i,i,i
Cc1ccc(NCN2C(=O)c3ccccc3C2=O)c(C)c1,i,-1,i,i,i,i,i,i,i,i,i
O=C1c2ccccc2C(O)(c2ccccc2)N1c1ccncc1 (configuration not stated),i,5,i,i,i,i,i,i,i,i,i
COc1ccccc1C(=O)N1CCc2ccccc21,i,5,i,i,i,i,i,i,i,i,i
COc1ccc(C=O)cc1OS(=O)(=O)c1ccccc1[N+](=O)[O-],i,-2,i,i,i,i,i,i,i,i,i
N#CC1=C(N)NC(SCc2ccccc2)=C(C#N)C12CCCC2,i,14,i,i,i,i,i,i,i,i,-5.1*
NC(=O)CC(NC(=O)c1ccccc1)c1ccc(N2CCN(c3ccc(F)cc3)CC2)c([N+](=O)[O-])c1 (configuration not stated),i,3,i,i,i,i,i,i,i,i,i
COc1cc(-c2nnc(SCc3cc(=O)oc4cc(C)ccc34)o2)cc(OC)c1OC,i,7,i,i,i,i,i,i,i,i,i
CC1=NN(C(N)=S)C(=O)C1N=Nc1ccc(S(N)(=O)=O)cc1 (configuration not stated),i,0,i,i,i,i,i,i,i,i,i
CC(=O)Nc1ccc(-c2cc(C(=O)O)c3ccccc3n2)cc1,i,0,i,i,i,i,i,i,i,i,i
O=C(CCNS(=O)(=O)c1ccccc1C(F)(F)F)NNC(=O)c1csc(N2CCOCC2)n1,i,0,i,i,i,i,i,i,i,i,i
Cc1cc(=O)[nH]c(SCC2COC3(CCCCC3)O2)n1 (configuration not stated),i,-14,i,i,i,i,i,i,i,i,i
CCOc1ccc(NC(=O)c2nn(C)cc2Br)cc1,i,16,i,i,i,i,i,i,i,i,i
CCCCCCCCC(=O)N/N=C/c1cccc(Br)c1,i,-7,i,i,i,i,i,i,i,i,i

# Pulled by compound from the list above (two):
SMILES,TRPC6 act,SKKanGAS inh,ANO1 block,TRPC4 potent,MrgX1 PAM,MrgX1 antag,TRPC6 inhibitor,TRPC4 agonist,MrgX1 agonist,TRPC4 block,TMEM16A act
Cc1cc(=O)[nH]c(SCC2COC3(CCCCC3)O2)n1 (configuration not stated),i,-14,i,i,i,i,i,i,i,i,i
CCCCCCCCC(=O)N/N=C/c1cccc(Br)c1,i,-7,i,i,i,i,i,i,i,i,i

# Continuation:
SMILES,TRPC6 act,SKKanGAS inh,ANO1 block,TRPC4 potent,MrgX1 PAM,MrgX1 antag,TRPC6 inhibitor,TRPC4 agonist,MrgX1 agonist,TRPC4 block,TMEM16A act
CC1CCCCN1CC(=O)c1c(N)n(Cc2ccccc2)c(=O)n(C)c1=O (configuration not stated),i,.,i,i,i,i,i,i,i,i,i
O=C(CSc1nc2c(sc3ccccc32)c(=O)n1Cc1ccccc1)NCC1CCCO1 (configuration not stated),i,2,i,i,i,i,i,i,i,i,i
COc1ccc(C2C(C(=O)N3CCOCC3)CCC(=O)N2c2ccc(OC)cc2)cc1 (configuration not stated),i,1,i,i,i,i,i,i,i,i,i
O=C(Nc1ccc(F)cc1)C1CCCN(c2cnccn2)C1 (configuration not stated),i,2,i,i,i,i,i,i,i,i,i
Cc1ccc(CNC(=O)C2CCCN(S(=O)(=O)N3CCC(C)CC3)C2)cc1 (configuration not stated),i,-2,i,i,i,i,i,i,i,i,i
Cc1cccc(CSCc2ccc(C(=O)NCC3CCCO3)o2)c1 (configuration not stated),i,-4,i,i,i,i,i,i,i,i,i
Cc1ccc(C)c(N2CCN(C(=O)Cc3ccc(NC4=NC5CS(=O)(=O)CC5S4)cc3)CC2)c1 (configuration not stated),i,1,i,i,i,i,i,i,i,i,i
CC(/C=C/c1ccc2c(c1)OCO2)=N\NC(=O)c1ccccc1,i,15,i,i,i,i,i,i,i,i,i
O=C1C(=Cc2cccn2-c2ccc(O)cc2)C(=O)c2ccccc21,i,0,i,i,i,i,i,i,i,i,i
COC(=O)Cn1cnc2c(oc3ccccc32)c1=O,i,-1,i,i,i,i,i,i,i,i,i
CCCN1CCN(CCCNC(=O)c2ccc3c(Cl)c4c(nc3c2)CCCC4)CC1,i,5,i,i,i,i,i,i,i,i,i
CCN(CC)c1nc(C)c(C(C)=O)cc1C#N,i,-4,i,i,i,i,i,i,i,i,i
COc1ccc(-c2nc(C#N)c(N3CCCCCC3)o2)cc1,i,-4,i,i,i,i,i,i,i,i,i
CC(C)N(C(=O)COC(=O)c1cccc(C(=O)OCC(=O)N(C(C)C)C(C)C)n1)C(C)C,i,1,i,i,i,i,i,i,i,i,i
Cn1c(Cc2cccs2)nnc1SCC(=O)Nc1ccccc1F,i,-1,i,i,i,i,i,i,i,i,i
COc1ccc(NC(=S)Nc2cc(S(=O)(=O)N3CCCCC3)ccc2OC)cc1,i,2,i,i,i,i,i,i,i,i,.
COc1cc(NC(=O)c2ccc(C)cc2)c(OC)cc1NC(=O)CN1CCCCC1,i,6,i,i,i,i,i,i,i,i,i
COc1cccc(NC(=O)CN2CCC(C)CC2)c1,i,6,i,i,i,i,i,i,i,i,i
CCN(CC)CCn1c2ccc(F)cc2c2nc(C)sc21,i,-1,i,i,i,i,i,i,i,i,i
COC(=O)c1c(NC(=O)c2ccc(Br)o2)sc(C)c1C,i,3,i,i,i,i,i,i,i,i,i
Cc1nn(C(=O)Cn2cc([N+](=O)[O-])cn2)c(C)c1Cl,i,-9,i,i,i,i,i,i,i,i,i
Oc1ccc(C(c2nnnn2C2CCCCC2)N2CCOCC2)cc1 (configuration not stated),i,-4,i,i,i,i,i,i,i,i,i
CCOC(=O)c1ccc(NC(=O)c2nc[nH]c2C(=O)NCCCCCNC(=O)OC(C)(C)C)cc1,i,64*,i,i,i,i,i,i,i,.,i
O=S(=O)(Nc1cccnc1Cl)c1ccc2c(c1)OCCO2,i,5,i,i,i,i,i,i,i,i,i
CCCCn1c(SCC(=O)NC2CCS(=O)(=O)C2)nc2cc(S(N)(=O)=O)ccc21 (configuration not stated),i,5,i,i,i,i,i,i,i,i,i
Cn1nc(C(F)(F)F)c(/C=N/OC(=O)c2ccccc2)c1SCc1ccccc1Cl,i,27,i,i,i,i,i,i,i,i,i
CN(C)c1ccc(NC(=S)N(CCc2ccccc2)C2CC(=O)N(c3c(Cl)cccc3Cl)C2=O)cc1 (configuration not stated),i,8,i,i,i,i,i,i,i,i,i

# Source: PubChem

# Rows are unselected; about 6.7% have a hit in one of these screens.
